# Screening results (PubChem BioAssay)
# hERG protect – hERG (human) protection from proarrhythmic block; 310,000 tested, 0.51% active; Q12809; CHO-hERG, FluxOR thallium flux, dofetilide IC70 present; activation (rescue from dofetilide block), less the hit threshold, % at 10 µM; AID 1511;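 active = activation above the mean of controls blocked by dofetilide plus 5 SD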;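 also: thallium influx through hERG after potassium depolarization seen as dye fluorescence rise; in these data hits start at about 4.7%; inactives centre near -7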
# RGS4 block – human RGS4 inhibition; P49798; HEK293 M3R/RGS4 inducible, Fluo-4 calcium flux; stronger effect = higher value; triggered by carbachol at its EC20; B-score at 10 µM; 310,000 tested, 0.45% active;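 active = B-score, a plate-corrected calcium signal, over three deviations above library mean, with baseline fluorescence within five deviations of library mean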;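 also: RGS4 expression induced by doxycycline in cells with stable M3 receptor; B-score is computed from the integrated fluorescence ratio over baseline after carbachol; higher B-score means a larger calcium signal and so more RGS4 inhibition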
# KCNK3 inh – human KCNK3 channel inhibition, primary screen. O14649. CHO-KCNK3 thallium flux, FluxOR fluorescence; stronger effect = lower value. B-score at 10 µM. 340,000 tested, 0.84% active. AID 602410;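 active = B-score under library mean minus 4 SD, starting fluorescence ratio at most library mean plus 5 SD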;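 also: more negative B-score means stronger inhibition of thallium flux through KCNK3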
# KCNQ1 inh – inhibitors of human KCNQ1 potassium channel. CHO-K1 KCNQ1, FluxOR thallium flux fluorescence; stronger effect = higher value. B-score at 10 µM. 310,000 tested, 1.3% active. AID 2642;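 active = compounds whose thallium flux B-score, printed positive for inhibition, exceeds three library SD while starting fluorescence stays within three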;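 also: channel opened by potassium depolarization with thallium stimulus after 20 min compound exposure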
# RGS4 pot – potentiators or activators of RGS4. AID 463111. B-score at 10 µM. HEK293 M3R/inducible RGS4, carbachol calcium flux Fluo4; stronger effect = lower value. 310,000 tested, 0.92% active;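 active = B-score of the integrated calcium signal more than 4 SD below the library mean, with starting fluorescence not abnormally high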;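 also: negative B-score means reduced calcium response which marks RGS4 activation or potentiation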
#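 test system = M3R-expressing HEK293 line, RGS4 induced by doxycycline | probe or stimulus = carbachol at ECmax as muscarinic agonist stimulus | timing = dye loading 30 min 37 °C, buffer rest 30 min RT | signal = calcium dye Fluo4 fluorescence | evaluation = B score from integrated fluorescence ratio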
# HDAC3 inh – inhibitors of human histone deacetylase 3; 320,000 tested, 0.15% active; recombinant HDAC3, fluorogenic peptide/trypsin coupled, fluorescence; inhibition, % at 8.3 µM; O15379; in the data active = inhibition above about 26%, passing the limit was not always enough
# KCNK9 inh – blocks the human KCNK9 two-pore domain potassium channel; HEK293 KCNK9, FluxOR thallium flux fluorescence; stronger effect = lower value; B-score at 10 µM; 310,000 tested, 1.2% active; AID 488922;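 active = ratio B-score over 3 SD below the library mean, with starting fluorescence within 5 SD of its mean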;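 also: negative B-score means less thallium flux so channel inhibition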
# KCNQ1 act – human KCNQ1 channel potentiation or activation; P51787; CHO-K1 KCNQ1, thallium flux FluxOR fluorescence; stronger effect = higher value; B-score at 10 µM; 310,000 tested, 0.35% active; AID 2648;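 active = fluorescence ratio B-score, a plate-corrected score, at least three library SD, with initial intensity B-score within 5 SD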
#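 assay system = CHO-K1 cells stably expressing KCNQ1 | medium = assay buffer, equal DMSO in all wells | timing = 37 °C overnight plating, 90-min dark dye load, 20-min compound pretreatment | measured by = kinetic FluxOR thallium fluorescence, 10-s 1-Hz baseline, 110-s post-stimulus read | measure = fluorescence change relative to baseline, converted to B score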
# SKKanGAS inh – inhibitors of SKKanGAS S. pyogenes growth in kanamycin (SK-promoter or general growth effect) | BacTiter-Glo, 6 h | 300,000 tested, 1.3% active | inhibition, % at 7.5 µM;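 active = mean replicate score, as percent of positive control median, at least 50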;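 also: strain carries kanamycin resistance gene driven by streptokinase promoter and grows in 40 µg/ml kanamycin; loss of luminescence reflects streptokinase promoter inhibition or plain growth inhibition; 0% = median of DMSO wells and 100% = positive control at its reference dose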
# ANO1 activ – activates or potentiates the mouse TMEM16A chloride channel. Q8BHY3. HEK293 TMEM16A/YFP-H148Q/I152L, iodide quench fluorescence; stronger effect = lower value. B-score at 10 µM. 340,000 tested, 0.3% active;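 active = fluorescence-ratio B-score plate-corrected deviation score at least 3 library SD below zero, with starting fluorescence score within 5 deviations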;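 also: channel opened by trigger with iodide after compound preincubation; score built on the fluorescence ratio of max minus min over baseline; more negative score means more quench and so TMEM16A activation or potentiation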
# Target sequence (Q8BHY3 whole entry, looked up): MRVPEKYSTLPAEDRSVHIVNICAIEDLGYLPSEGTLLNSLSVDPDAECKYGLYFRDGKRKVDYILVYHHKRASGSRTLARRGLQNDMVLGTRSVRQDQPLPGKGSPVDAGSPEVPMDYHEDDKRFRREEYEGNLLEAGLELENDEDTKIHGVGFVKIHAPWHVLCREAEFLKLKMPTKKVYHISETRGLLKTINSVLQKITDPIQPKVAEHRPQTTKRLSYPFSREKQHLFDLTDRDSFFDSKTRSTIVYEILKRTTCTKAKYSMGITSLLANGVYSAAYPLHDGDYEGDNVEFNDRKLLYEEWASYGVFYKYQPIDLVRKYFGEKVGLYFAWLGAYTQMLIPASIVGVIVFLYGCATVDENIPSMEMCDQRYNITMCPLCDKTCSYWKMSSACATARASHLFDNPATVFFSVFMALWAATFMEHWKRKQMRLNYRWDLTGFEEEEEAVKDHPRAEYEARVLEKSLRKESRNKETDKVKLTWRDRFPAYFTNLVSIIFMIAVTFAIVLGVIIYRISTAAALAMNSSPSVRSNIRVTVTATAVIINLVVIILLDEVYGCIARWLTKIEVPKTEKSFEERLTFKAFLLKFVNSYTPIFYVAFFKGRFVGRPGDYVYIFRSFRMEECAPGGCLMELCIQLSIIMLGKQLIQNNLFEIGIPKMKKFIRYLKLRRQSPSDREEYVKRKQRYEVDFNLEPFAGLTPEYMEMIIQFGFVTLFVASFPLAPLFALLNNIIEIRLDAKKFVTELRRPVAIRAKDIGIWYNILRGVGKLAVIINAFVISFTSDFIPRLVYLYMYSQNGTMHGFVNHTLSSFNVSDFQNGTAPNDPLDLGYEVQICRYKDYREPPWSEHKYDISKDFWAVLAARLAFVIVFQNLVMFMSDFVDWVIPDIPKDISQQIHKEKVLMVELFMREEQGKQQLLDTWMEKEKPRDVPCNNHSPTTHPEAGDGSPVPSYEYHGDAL
# ANO1 block – inhibitors of mouse TMEM16A calcium-activated chloride channel; HEK293 TMEM16A/YFP iodide influx fluorescence, ionomycin; normalized B-score (activity score, 25-100; higher = stronger inhibition) at 10 µM; 310,000 tested, 1.2% active; AID 588511;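 active = ratio plate-corrected score three or more library SD toward inhibition, starting fluorescence score within five deviations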;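 also: score derived from kinetic fluorescence span divided by baseline fluorescence per well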
# Starred values were filed as active, the others as inactive; i = inactive; / = no result given.
# Values run as follows: SKKanGAS inh, KCNQ1 act, KCNK3 inh, RGS4 pot, KCNK9 inh, RGS4 block, KCNQ1 inh, HDAC3 inh, ANO1 activ, hERG protect, ANO1 block
- CC1CCCN(C(=O)N2c3ccccc3Sc3ccccc32)C1 (stereo not given)
 : -4, i, i, i, -11*, i, i, 3, i, -11, i
- CC/C(=N\Nc1ccccc1[N+](=O)[O-])c1ccc(O)cc1
 : 18, i, i, i, i, i, i, 14, i, -3, i
- CCC(=O)Nc1ccc(C(=O)Nc2ccc3c(c2)C(=O)N(CC2CCCO2)C3=O)cc1 (stereo not given)
 : -1, i, i, i, i, i, i, -25, i, -2, i
- CCC(C)C(=O)Nn1c(C2CC2)nc2cc(OC)c(OC)cc2c1=O (stereo not given)
 : 17, i, i, i, i, i, i, 1, i, -6, i
- COc1ccccc1S(=O)Cc1ccc(C(=O)NC2CCCC2)o1 (stereo not given)
 : -1, i, i, i, i, i, i, 18, i, -5, i
- CC(C)CN(C(=O)COc1ccc2ccc(=O)oc2c1)C1CCS(=O)(=O)C1 (stereo not given)
 : -1, i, i, i, i, i, i, -3, i, 1, i
- Cc1ccc(C)c(NC(=O)CCC(=O)NNC(=O)c2cccc([N+](=O)[O-])c2)c1
 : -2, i, i, i, i, i, i, -1, i, -6, i
- O=C(NCCC(=O)N1CCc2ccccc21)c1ccco1
 : 1, i, i, i, i, i, i, -2, i, -14, i
- O=C(CCC(=O)N(CC(=O)NC1CCCCC1)c1ccc2c(c1)OCCO2)Nc1ccccn1
 : -4, i, /, i, i, i, i, -1, /, -3, i
- Cc1cc2[nH]c3ccccc3c2c(C)n1
 : -3, i, i, i, i, i, i, -9, i, -3, i
- COc1ccc(/C=C/c2nnc(NC(=O)c3ccco3)s2)cc1
 : 7, i, i, i, i, i, i, 3, i, -6, i
- O=c1c(-c2nnc(SCc3ccc(Cl)cc3Cl)o2)cccn1Cc1ccccc1
 : 32, i, i, i, i, i, i, -49, i, -12, i
- O=C(/C=C/c1ccccc1)NC(=S)NNC(=O)c1cnccn1
 : 64*, i, i, i, i, i, i, 4, i, -9, i
- O=C(Cn1nnc(-c2ccc(S(=O)(=O)N3CCCC3)cc2)n1)NCC1CCCO1 (stereo not given)
 : 0, i, i, i, i, i, i, 2, i, -4, i
- COc1ccc(C2c3[nH]c4ccccc4c3CCN2Cc2ccoc2)c(F)c1 (stereo not given)
 : -18, i, i, i, i, i, i, -5, i, -33, i
- O=C(C1CCCC1)N1CCC(CC2CC(c3ccc(Cl)cc3)=NO2)(C(=O)NCC2CCCCC2)CC1 (stereo not given)
 : 11, i, i, i, i, i, i, -4, i, -9, i
- N#C/C(=C\c1ccc(Cl)cc1)c1nc(-c2ccco2)cs1
 : -8, i, i, i, i, i, i, -2, i, -6, i
- CCN(CC)S(=O)(=O)c1ccc(NC(=O)C2COc3ccccc3O2)cc1 (stereo not given)
 : 3, i, i, i, i, i, i, -6, i, -4, i
- O=C(O)C(Cc1ccccc1)N1C(=O)C2CCCCC2C1=O (stereo not given)
 : -11, i, i, i, i, i, i, 1, i, -9, i
- O=C(CSc1ncccn1)N1CCc2ccccc2C1
 : 5, i, i, i, i, i, i, 3, i, -1, i
- CCOC(=O)c1sc(NC(=O)/C=C/c2ccccc2)nc1C
 : -4, i, i, i, i, i, i, -5, i, -9, i
- COc1cc(OC)cc(C(=O)Nc2nc(CC(=O)NCc3ccc(F)cc3)cs2)c1
 : 12, i, i, i, i, i, i, 3, i, -16, i
- O=C(c1ccco1)N1CCN(C(=O)C(c2ccccc2)c2ccccc2)CC1
 : 9, i, i, i, i, i, i, 13, i, -10, i
- COc1cccc(-c2cc(C(F)(F)F)n3nc(N)nc3n2)c1
 : -3, i, i, i, i, i, i, 15, i, -2, i
- COc1ccc(N=C2CC(C)(C)CC(=O)/C2=C(/O)c2ccccc2)cc1
 : -13, i, i, i, i, i, i, 10, i, -14, i
- COc1cc(NC(=O)Nc2cccc([N+](=O)[O-])c2)cc(OC)c1
 : 2, i, i, i, i, i, i, 5, i, -5, i
- COc1cc(OC)cc(OC(=O)C2CCN(C(=O)c3ccc(F)cc3)CC2)c1
 : 1, i, i, i, i, i, i, 8, i, -18, i
- Cc1ccccc1-c1nnn(CC(=O)c2ccc(S(=O)(=O)N3CCCC3)cc2)n1
 : -8, i, i, i, i, i, i, 2, i, -10, i
- Cn1ncc([N+](=O)[O-])c1C(=O)N/N=C/c1ccc(F)cc1
 : -3, i, i, i, i, i, i, 1, i, -6, i
- COc1ccc(NC(=O)Cn2nnc3sc4c(c3c2=O)CC(C)(C)OC4)cc1
 : 5, i, i, i, i, i, i, -2, i, -15, i
- Cc1ccccc1CN1CCN(c2nc3ccccc3s2)CC1
 : 19, i, i, i, i, i, i, 3, i, -1, i
- CN(C)c1nc(N)nc(CSc2ncc(Cl)cc2Cl)n1
 : -13, i, i, i, i, i, i, -6, i, -5, i
- O=C(Cn1c(=S)[nH]c2ccccc2c1=O)N1CCc2ccccc2C1
 : 14, i, i, i, i, i, i, -13, i, -4, i
- NC(=O)C1CCN(c2ncccc2[N+](=O)[O-])CC1
 : 4, i, i, i, i, i, i, 1, i, -15, i
- CCSc1nsc(NC(=O)Nc2cccc(C(C)=O)c2)n1
 : 20, i, i, i, i, i, 10*, 2, i, -13, i
- CCN(CC)c1ccc(/C=N/NC(=O)c2cccc(S(=O)(=O)Nc3ccccc3OC)c2)c(O)c1
 : 17, i, i, i, i, i, i, 12, i, -8, i
- COc1ccc(C(=O)N[C@H](C(=O)OCc2nc3ccsc3c(=O)[nH]2)C(C)C)cc1
 : -8, i, i, i, i, i, i, -4, i, -17, i
- O=C(Nc1ccc(C(F)(F)F)cc1)C1CCN(S(=O)(=O)c2ccc(N3CCCC3=O)cc2)CC1
 : 1, i, i, i, i, i, i, 5, i, -5, i
- COCCNC(=O)C(c1cccs1)N(C(=O)Cn1nnc2ccccc21)c1ccccc1 (stereo not given)
 : 2, i, i, i, i, i, i, 5, i, -5, i
- COc1cc(CNCc2ccccc2)ccc1OCC(O)c1ccccc1 (stereo not given)
 : 0, i, i, i, i, i, i, -1, i, -6, i
- Cc1nnc(N(C)C(=O)Cc2ccc3c(c2)OCO3)s1
 : 1, i, i, i, i, i, i, -2, i, -7, i
- Cc1ccc(C2C=C(c3ccccc3)Nc3ncnn32)cc1 (stereo not given)
 : 11, i, i, i, i, i, i, -13, i, -9, i
- Cn1c(=O)c2c(nc(CN3CCN(C(=O)c4ccco4)CC3)n2Cc2ccc(Cl)cc2)n(C)c1=O
 : 6, i, i, i, i, i, i, -5, i, -16, i
- Cc1ccc(S(=O)(=O)Nc2ccc(NC(=O)/C=C/C(=O)O)cc2)cc1
 : -7, i, i, i, i, i, i, 4, i, -20, i
- O=C(NCc1ccc(Cl)cc1)c1ccc(N2CCCC2=O)cc1
 : 0, i, i, i, i, i, i, -1, i, -17, i
- Cc1cccc(C)c1N(CC(=O)NCc1ccccc1)C(=O)c1csnn1
 : 7, i, i, i, i, i, i, -9, i, -13, i
- COc1cc(C)c(Cl)cc1S(=O)(=O)NC1CC(C)(C)NC(C)(C)C1
 : -4, i, /, i, i, i, i, -4, /, -2, i
- CCC1(NC(C)=O)CC2CC1CC2NC(C)=O (stereo not given)
 : 2, i, i, i, i, i, i, 0, i, -4, i
- COc1ccccc1CCNC(=O)CSc1nc(-c2ccco2)cc(C(F)(F)F)n1
 : -4, i, i, i, i, i, i, -1, i, -11, i
- Cc1ccc(-c2nc(CS(=O)(=O)CC(=O)NCCCN3CCOCC3)c(C)o2)cc1
 : 0, i, i, i, i, i, i, 9, i, -4, i

# One compound at a time (already shown). Screens in order: SKKanGAS inh	KCNQ1 act	KCNK3 inh	RGS4 pot	KCNK9 inh	RGS4 block	KCNQ1 inh	HDAC3 inh	ANO1 activ	hERG protect	ANO1 block
# Results for `O=C(NCc1ccc(Cl)cc1)c1ccc(N2CCCC2=O)cc1` = 0	i	i	i	i	i	i	-1	i	-17	i
# Results for `COc1ccccc1CCNC(=O)CSc1nc(-c2ccco2)cc(C(F)(F)F)n1` = -4	i	i	i	i	i	i	-1	i	-11	i
# Results for `CCC1(NC(C)=O)CC2CC1CC2NC(C)=O` (stereo not given) = 2	i	i	i	i	i	i	0	i	-4	i
# Results for `Cc1ccc(S(=O)(=O)Nc2ccc(NC(=O)/C=C/C(=O)O)cc2)cc1` = -7	i	i	i	i	i	i	4	i	-20	i
# Results for `Cc1cccc(C)c1N(CC(=O)NCc1ccccc1)C(=O)c1csnn1` = 7	i	i	i	i	i	i	-9	i	-13	i

# More compounds follow.
# Values run as follows: SKKanGAS inh, KCNQ1 act, KCNK3 inh, RGS4 pot, KCNK9 inh, RGS4 block, KCNQ1 inh, HDAC3 inh, ANO1 activ, hERG protect, ANO1 block
- CCN(CC)S(=O)(=O)c1ccc(C(=O)OCC(=O)N2CCOCC2)cc1
 : -2, i, i, i, i, i, i, -1, i, -3, i
- CCN(CC)CCN1C(=O)C(=O)/C(=C(/O)c2ccc(S(=O)(=O)N3CCOCC3)cc2)C1c1ccc(C(C)(C)C)cc1 (stereo not given)
 : 4, i, i, i, i, i, i, -3, i, -10, i
- CC(C)c1ccc(C2CC(=O)c3cnc(N4CCc5ccccc5C4)nc3C2)cc1 (stereo not given)
 : 5, i, i, i, i, i, i, -7, i, -13, i
- c1ccc2nc(-c3nc4ccccc4o3)ccc2c1
 : 27, i, i, i, i, i, i, -3, i, -10, i
- CC1(OC(=O)CCc2ccccc2)C(=O)C=C2C=C3CCCN3C=C2C1=O (stereo not given)
 : 10, i, i, i, i, i, i, 3, i, -1, i
- CN(C(=O)COc1cc(=O)n(C)c2ccccc12)c1cccc(Cl)c1
 : -7, i, i, i, i, i, i, 14, i, -14, i
- CCOCCCNC(=O)Cn1cnc2c(cnn2-c2ccc(OC)cc2)c1=O
 : -5, i, i, i, i, i, i, 4, i, -4, i
- Cn1c(=O)[nH]c(=O)c2c1nc(N1CCOCC1)n2CCN1CCOCC1
 : -2, i, i, i, i, i, i, -7, i, -2, i
- CC(NC(=O)CNC(=S)N(Cc1cccs1)C1CCCC1)c1ccccc1 (stereo not given)
 : 2, i, i, i, i, i, i, 1, i, -8, i
